High-throughput results as filed in PubChem BioAssay.
Mtb RmlCD inh: inhibitors of Mycobacterium tuberculosis RmlC and RmlD coupled enzymes; 0.03% of 160,000 active; inhibition, % at 3.6 µM; P9WH09+P9WH11; RmlC+RmlD coupled enzyme assay, percent inhibition; primary screen in compound mixtures; AID 1533; in the data active = inhibition mostly above about 34%, no sharp cut-off; inconclusive = no clear call, values can overlap the other calls; inactive = mostly below about 22%; note: some results filed as inactive read as strong as hits
Target sequence (P9WH09 whole entry, looked up): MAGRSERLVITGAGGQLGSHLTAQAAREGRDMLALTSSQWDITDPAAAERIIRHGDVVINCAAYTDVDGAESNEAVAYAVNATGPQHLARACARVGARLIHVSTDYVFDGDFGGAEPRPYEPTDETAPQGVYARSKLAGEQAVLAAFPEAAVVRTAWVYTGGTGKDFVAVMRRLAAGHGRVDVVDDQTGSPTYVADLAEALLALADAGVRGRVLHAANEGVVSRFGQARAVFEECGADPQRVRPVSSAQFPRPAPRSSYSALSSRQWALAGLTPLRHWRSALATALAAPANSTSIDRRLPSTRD
Target sequence (P9WH11 whole entry, looked up): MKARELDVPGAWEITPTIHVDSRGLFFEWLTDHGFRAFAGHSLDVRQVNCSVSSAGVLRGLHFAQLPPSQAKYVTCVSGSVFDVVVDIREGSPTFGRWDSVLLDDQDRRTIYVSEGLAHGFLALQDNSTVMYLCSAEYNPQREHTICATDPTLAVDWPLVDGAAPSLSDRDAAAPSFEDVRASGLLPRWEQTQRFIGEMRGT
GlmU inhibition: inhibition of mycobacterial GlmU enzyme – biochemical, glucosamine-1-phosphate acetyltransferase (AID 1376) | 0.25% of 220,000 active | M. tuberculosis GlmU acetyltransferase enzyme assay; higher % means a stronger effect | one-dose inhibition, %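 (tested at 30 µM in the primary screen)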; IC50 in µM for titrated hits; in the data active = inhibition above about 13%; inconclusive = no clear call, values can overlap the other calls;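 note: 0% = complete reaction with vehicle and 100% = reaction without substrate; strong numbers were not always called active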
* hit, by the source's call; ? = inconclusive; . = not tested or not shown.

SMILES | Mtb RmlCD inh | GlmU inhibition
CCOc1cnn(Cc2ccccc2)c(=O)c1SCc1ccccc1 | 9 | 1.7%
COc1ccc(C2C(C(=O)c3ccco3)=C(O)C(=O)N2c2nnc(C)s2)cc1 (stereo not drawn) | 5 | 0.4%
Cc1ccc(NC(=O)CSc2n[nH]c(C)c2[N+](=O)[O-])cc1C | -11 | 3.5%
CCCS(=O)(=O)N1CCC(C(=O)NCc2ccccc2Cl)CC1 | ? | 4.0%
COC(=O)c1[nH]c2c(c1C)C(=O)CC(c1cccs1)C2 (stereo not drawn) | 18 | 0.8%
Cn1cccc1Cc1nnc(SCC(=O)NCC2CCCO2)n1-c1ccc(F)cc1 (stereo not drawn) | 6 | 0.9%
COc1cc(CN=Cc2c(O)n(C(C)(C)C)c(=O)[nH]c2=O)cc(OC)c1 | 2 | -2.6%
COc1ccc(N2CCN(c3cc(=O)n(Cc4ccc(F)cc4)c(=O)[nH]3)CC2)cc1 | . | -4.4%
O=C(O)c1cc(S(=O)(=O)Nc2ccc(N3CCCCC3)cc2)ccc1Cl | 5 | 14%*
C=CCN1C(=O)S/C(=C/c2ccsc2)C1=O | -1 | -0.1%

Given comma-delimited: part of the list above.
Structure,Mtb RmlCD inh,GlmU inhibition
O=C(O)c1cc(S(=O)(=O)Nc2ccc(N3CCCCC3)cc2)ccc1Cl,5,14%*
COc1ccc(N2CCN(c3cc(=O)n(Cc4ccc(F)cc4)c(=O)[nH]3)CC2)cc1,.,-4.4%

More results follow:
SMILES | Mtb RmlCD inh | GlmU inhibition
O=C(NCc1ccccn1)C1CCN(S(=O)(=O)N2CCC3(CC2)OCCO3)CC1 | 19 | 2.1%
O=C(c1cccc(Br)c1)N1CCN(C(=O)N2CCCCC2)CC1 | 28 | 4.3%
CC1=Nn2c(nnc2-c2ccco2)SC1 | . | 3.2%
CC12CCC(C(=O)Nc3ccncc3)(CC1O)C2(C)C (stereo not drawn) | 2 | 1.5%
COc1nc(C)ccc1-c1noc(-c2ccco2)n1 | 6 | 3.8%
Cc1cccn2c(=O)c(C=Nc3ccccc3)c(NCc3ccco3)nc12 | . | 6.0%
O=c1[nH]c(=O)n(CCC2=CCCCC2)c(O)c1C=NC1CCN(Cc2ccccc2)CC1 | -5 | 4.3%
CCOC(=O)c1csc(NC(=O)CSc2nnnn2-c2ccc(OC)cc2)n1 | 20 | -2.8%
CC(c1ccccc1F)n1cc(C(=O)NCCc2ccco2)nn1 (stereo not drawn) | 19 | 2.0%
COc1ccc(C(=O)c2ccc(N(C)C)cc2)c(OC)c1 | . | 0.6%
COc1cc(O)c(C(CC(=O)N2CCCCC2)c2ccc3c(c2)OCO3)c(OC)c1 (stereo not drawn) | . | 0.8%
COc1ccc(-c2nnn(-c3cc(Cl)cc(Cl)c3)c2N)cc1 | . | 4.6%
CCOC(=O)c1ccc(N=c2sc(C(=O)OC)cc(=O)n2Cc2ccc3c(c2)OCO3)cc1 | 14 | 0.7%
CCc1cccc(C)c1NC(=O)CC(C)(C)CC(=O)O | -8 | -0.4%
Cc1cc(C)c2c(-n3cccc3)nn(C)c2n1 | 8 | 1.2%
CCN(CC)S(=O)(=O)c1ccc(N2CCCC2)c(C(=O)OCC(=O)/C(C#N)=C(\C)N)c1 | . | 0.6%
O=C(Cc1ccc([N+](=O)[O-])cc1)NCc1ccccc1Cl | 1 | 4.4%
COc1cccc(C(=O)NNC(=O)c2sccc2-n2cccc2)c1 | -38 | -1.3%
Cc1ccc(C)c(N2CC(=O)N(c3cc(C)ccc3C)CC2=O)c1 | . | 4.3%
COC(=O)c1cc2occc2n1Cc1c(F)cccc1Cl | -10 | -4.3%
COCCCNC(=O)CSc1nc2ccccc2c(=O)n1CCCC(=O)NCC1CCCO1 (stereo not drawn) | . | -3.2%
c1ccc(-c2c(-c3ccccc3)n(Cc3ccco3)c3ncnc(NCCCn4ccnc4)c23)cc1 | -16 | -5.2%
CCn1c(COc2ccc(OC)cc2)nnc1SCc1nc2ccccc2c(=O)[nH]1 | -4 | -1.2%
CCCN1CCN(C(=O)Cn2c(=O)oc3cc(S(=O)(=O)NCc4ccccc4)ccc32)CC1 | 6 | 5.4%
O=C(c1ccccc1Cl)N1CCC(c2nc3c(nnn3Cc3ccco3)c(=O)[nH]2)CC1 | -9 | 8.0%
CCc1ccc(N(C(=O)c2csnn2)C(C(=O)NCc2ccccc2)c2ccco2)cc1 (stereo not drawn) | 6 | -7.1%
O=C(COC(=O)c1nc(Cl)ccc1Cl)Nc1ccccc1OC(F)F | -14 | -3.4%
CN(C)c1ccc(C2NCCS2)cc1 (stereo not drawn) | . | -0.9%
CC1Cc2ccccc2N1C(=O)Cn1cc([N+](=O)[O-])cn1 (stereo not drawn) | -9 | -6.5%
COc1ccc(-c2nc(CSCC(=O)NC3CCCc4ccccc43)c(C)o2)cc1OC (stereo not drawn) | . | -0.6%
COc1ccc(C(=O)Nc2ccncc2)cc1OC | 15 | -2.6%
Cc1cc(C)n(-c2nc3ccccc3nc2N2CCN(C(=O)c3ccccc3)CC2)n1 | -42 | -5.2%
CNS(=O)(=O)c1cccc(C(=O)OC2CCCCC2=O)c1 (stereo not drawn) | 45 | 2.6%
CCN1C(=O)/C(=C/c2cccs2)N(C)C1=S | -14 | 8.0%
CC(=O)c1ccc(NC(=O)Nc2ccc([N+](=O)[O-])cc2)cc1 | . | -3.9%
Cn1c(CNc2ccc(Cl)cc2)nnc1SCC#N | 6 | 3.7%
CCOCCCNCc1ccc(OCc2ccccc2C)c(OC)c1 | 4 | 3.4%
CCn1c(=NC(=O)CN2C(=O)CCC2=O)sc2c(OC)ccc(OC)c21 | -9 | 6.5%
O=[N+]([O-])c1ccc2nnn(O)c2c1 | . | 1.2%
COC(=O)c1ccc(NC(=O)CN(C)S(=O)(=O)c2ccc(OC)c(C)c2)cc1 | 7 | 1.1%
C#CCNC(=O)C1=C[C@H](c2csc3ccccc23)C[C@H](OCCCCO)O1 | . | 0.5%
S=C(Nc1ccccc1)c1nc2ccccc2s1 | . | -0.1%
CCOc1ccc(S(=O)(=O)Nc2nc3ccccc3nc2-n2ccc(=NC(=O)c3cccs3)cc2)cc1 | 8 | -1.0%
Cc1ccc([N+](=O)[O-])c2c1C(N1CC(C)OC(C)C1)C(C)(C)O2 (stereo not drawn) | -3 | -1.6%
CCC1(C)Cc2ccccc2-c2[nH][nH]c(=O)c21 (stereo not drawn) | . | 2.3%
CCCCn1c(O)c(C(C)=Nc2ccc3c(c2)CCC3)c(=O)[nH]c1=O | . | 2.1%
COc1cc2c(cc1NC(=O)c1cccc(S(=O)(=O)N(C)C)c1)oc1ccccc12 | 6 | -2.4%
O=C(c1cnccn1)N1CCN(C/C=C/c2ccccc2)CC1 | -7 | 0.3%
CC(=O)N1[C@H](Cc2ccccc2)C=C[C@]1(C)C(=O)NCc1ccc(C)o1 | . | -0.8%
CN1CCc2c(n(CC(O)CN3CCN(CCO)CC3)c3ccccc23)C1=O (stereo not drawn) | 21 | 7.4%

Other results
SMILES | Mtb RmlCD inh | GlmU inhibition
CCOC(=O)C(C)Oc1ccc(C2NC(=O)NC(C)=C2C(C)=O)cc1Br (stereo not drawn) | . | 6.2%
COC(=O)c1cnc(SCc2ccc([N+](=O)[O-])cc2)n1C | 3 | -3.6%
CS(=O)(=O)c1ccc(-c2cc(Br)sc2-c2ccc(F)cc2)cc1 | . | 3.3%
CCOC(=O)N1CCN(C(=O)CCn2nc(-c3ccccc3)ccc2=O)CC1 | 11 | .
CCOc1ccc(C2C(C(=O)O)CCC(=O)N2C2CCCCC2)cc1 (stereo not drawn) | 8 | -7.0%
Cc1ccc(NC(=S)NC(=O)c2ccc(F)cc2)cc1S(=O)(=O)Nc1cccc(Cl)c1 | 3 | -2.2%
Nc1ccc(Br)c2cccnc12 | ? | 4.3%
Cc1cc(C)cc(C(=O)Nc2ccc(N3CCCC3)cc2)c1 | -11 | -9.2%
O=C(Nc1ccc2c(c1)OCCO2)C1CCN(c2ncccn2)CC1 | -10 | 7.2%
Fc1ccccc1-c1nc(N2CCCCC2)c2ccccc2n1 | -8 | -0.3%
CCc1cccc(NC(=S)N(CCCN2CCOCC2)C(C)c2cc3cccc(OC)c3o2)c1 (stereo not drawn) | 0 | 0.6%
CCc1ccc(C(=O)NNc2ccc(C)c(Cl)c2)cc1 | . | 3.5%
COc1ccc(OC(=O)c2cnn(-c3ccccc3)c2C)cc1 | . | 0.7%
Cc1ccc(/C=N/n2c(C)nc3ccccc3c2=O)s1 | 4 | 1.4%
CC(C)OC(=O)c1cccc(-c2ccc(C=O)o2)c1 | -11 | 2.0%
COc1ccc(-c2[nH]ncc2CN2CCCCCCC2)c(OC)c1 | . | -9.4%
COc1ccc(N2Cc3ccccc3C2=NC(=O)c2cccc([N+](=O)[O-])c2)cc1 | -5 | 1.7%
O=C(COC(=O)/C=C/c1ccc2c(c1)OCO2)NC1CC1 | -1 | 4.1%
O=C(/C=C/c1ccccc1Cl)NCCc1ccc(F)cc1 | -7 | -0.9%
CCC1=NN(S(=O)(=O)c2ccc(C)cc2)C(O)(C(F)(F)F)C1 (stereo not drawn) | -7 | 2.0%
Cc1nc(-c2cccc(N)c2)cs1 | -14 | 0.5%
COc1ccc(CCNC(=O)CN2CCC(C)CC2)cc1OC | . | -3.6%
COc1cc(Br)c(C(C)NC(=O)c2cccc(Br)c2)cc1OC (stereo not drawn) | . | 1.4%
CC(=O)NCCn1ccc2ccccc21 | 64 | -4.7%
COc1ccc(-c2nc(-c3ccccc3)c(-c3cc([N+](=O)[O-])ccc3C)[nH]2)cc1O | . | -3.8%
O=C(Nc1ccccc1C(=O)NCc1cccnc1)c1ccc(Cl)cc1Cl | 3 | 2.2%
CC1=C(C(=O)N2CCCCC2)C2(CCC(C)CC2)OC1=O (stereo not drawn) | -8 | 8.1%
COCC(C)NC(=O)Cc1ccc(F)cc1 (stereo not drawn) | -10 | 5.7%
CCOc1ccc2nc(NC(=O)COC)sc2c1 | -6 | -0.8%
O=c1cc(CSc2ccc(Cl)cc2)nc(-c2ccccc2)[nH]1 | 47 | -1.3%
CC1CN(Cc2c(O)ccc3c(=O)c(-c4ccccc4)coc23)CC(C)O1 (stereo not drawn) | -9 | 2.6%
CCn1c(SCc2nnc(-c3ccccc3)o2)nnc1-c1ccc(S(=O)(=O)N2CCCC2)cc1 | -2 | 0.7%
FC(F)(F)c1ccc(Oc2ccc(Cl)cc2Br)nc1 | 7 | -0.4%
Clc1cccc(Cl)c1CO/N=C/c1c(-c2ccccc2)nc2n1CCS2 | 0 | -2.1%
CCc1nnc(NC(=O)CSc2ncc(-c3ccccc3)n2C)s1 | . | -3.0%
O=C(CSc1nnc(CNc2ccc(F)cc2)n1Cc1ccccc1)NCc1ccco1 | . | -3.5%
COC/C=C/C1=CC2=CC(=O)C(C)(OC(=O)c3cnc4ccccc4n3)C(=O)C2=CN1C1CCCC1 (stereo not drawn) | . | 4.2%
CNC(=O)c1cc2cc(OC)ccc2n1CCN(Cc1ccccc1)Cc1ccccc1 | 13 | 2.5%
O=c1c(-c2ccc(O)cc2)coc2cc(OC3OC(CO)C(O)C(O)C3O)ccc12 (stereo not drawn) | . | -0.8%
CCOc1cccc(-c2nnc(SCC(=O)Nc3ccc(OC)c(OC)c3)n2N)c1 | 8 | -2.1%
Cc1cc(/N=C/N(C)C)on1 | 6 | 1.5%
FC(F)(F)c1cc(Oc2ccccc2)ncc1-c1nnc(-c2ccccc2Cl)o1 | . | -3.1%
CCC1CCCCN1C(=O)CSc1nc(N)cc(N)n1 (stereo not drawn) | . | 0.4%
O=C(Nc1ccccc1C(=O)N1CCOCC1)C1CC(=O)N(C2CCCC2)C1 (stereo not drawn) | 0 | 2.1%
CCOc1cc(NC(=S)NCC2CCCO2)c(OCC)cc1NC(=O)c1ccccc1C (stereo not drawn) | . | -2.1%
Cc1nn(C)cc1C(C(=O)NC1CCCCC1)N(Cc1ccccc1Cl)C(=O)c1cnccn1 (stereo not drawn) | 7 | 1.7%
Cc1nn(C)c(C(=O)NCc2ccc(Cl)cc2)c1Cl | 2 | 6.0%
N#Cc1ccsc1NC(=O)CSc1ncnc2ccccc12 | 9 | 7.5%
COc1ccccc1Nc1nc2cc(C)ccc2cc1C#N | 9 | 2.8%
CCOC(=O)c1c(NC(=S)Nc2ccccc2)sc2c1CCN(CC)C2 | . | -7.0%
CCCOc1ccc(C(=O)Nc2ccc(N(C)C)cc2)cc1 | . | 0.6%

Entries shown so far containing a furan ring, fused or not (14):
SMILES | Mtb RmlCD inh | GlmU inhibition
COc1ccc(C2C(C(=O)c3ccco3)=C(O)C(=O)N2c2nnc(C)s2)cc1 (stereo not drawn) | 5 | 0.4%
CC1=Nn2c(nnc2-c2ccco2)SC1 | . | 3.2%
COc1nc(C)ccc1-c1noc(-c2ccco2)n1 | 6 | 3.8%
Cc1cccn2c(=O)c(C=Nc3ccccc3)c(NCc3ccco3)nc12 | . | 6.0%
CC(c1ccccc1F)n1cc(C(=O)NCCc2ccco2)nn1 (stereo not drawn) | 19 | 2.0%
COC(=O)c1cc2occc2n1Cc1c(F)cccc1Cl | -10 | -4.3%
c1ccc(-c2c(-c3ccccc3)n(Cc3ccco3)c3ncnc(NCCCn4ccnc4)c23)cc1 | -16 | -5.2%
O=C(c1ccccc1Cl)N1CCC(c2nc3c(nnn3Cc3ccco3)c(=O)[nH]2)CC1 | -9 | 8.0%
CCc1ccc(N(C(=O)c2csnn2)C(C(=O)NCc2ccccc2)c2ccco2)cc1 (stereo not drawn) | 6 | -7.1%
COc1cc2c(cc1NC(=O)c1cccc(S(=O)(=O)N(C)C)c1)oc1ccccc12 | 6 | -2.4%
CC(=O)N1[C@H](Cc2ccccc2)C=C[C@]1(C)C(=O)NCc1ccc(C)o1 | . | -0.8%
CCc1cccc(NC(=S)N(CCCN2CCOCC2)C(C)c2cc3cccc(OC)c3o2)c1 (stereo not drawn) | 0 | 0.6%
CC(C)OC(=O)c1cccc(-c2ccc(C=O)o2)c1 | -11 | 2.0%
O=C(CSc1nnc(CNc2ccc(F)cc2)n1Cc1ccccc1)NCc1ccco1 | . | -3.5%

Some of the compounds tested; the hit share may differ from the screen's.
